Screening data (PubChem)
mHTT-CaM PPI inh: mHTT-calmodulin interaction abrogation. AID 1671202. AlphaScreen His-mHTT/GST-CaM binding, luminescence. P42858. inhibition, % at 15 µM. 190,000 compounds, 3.6% hits;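 further: 0% = both proteins with DMSO and 100% = one protein alone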
Target sequence (P42858 whole entry, looked up, stated change not applied): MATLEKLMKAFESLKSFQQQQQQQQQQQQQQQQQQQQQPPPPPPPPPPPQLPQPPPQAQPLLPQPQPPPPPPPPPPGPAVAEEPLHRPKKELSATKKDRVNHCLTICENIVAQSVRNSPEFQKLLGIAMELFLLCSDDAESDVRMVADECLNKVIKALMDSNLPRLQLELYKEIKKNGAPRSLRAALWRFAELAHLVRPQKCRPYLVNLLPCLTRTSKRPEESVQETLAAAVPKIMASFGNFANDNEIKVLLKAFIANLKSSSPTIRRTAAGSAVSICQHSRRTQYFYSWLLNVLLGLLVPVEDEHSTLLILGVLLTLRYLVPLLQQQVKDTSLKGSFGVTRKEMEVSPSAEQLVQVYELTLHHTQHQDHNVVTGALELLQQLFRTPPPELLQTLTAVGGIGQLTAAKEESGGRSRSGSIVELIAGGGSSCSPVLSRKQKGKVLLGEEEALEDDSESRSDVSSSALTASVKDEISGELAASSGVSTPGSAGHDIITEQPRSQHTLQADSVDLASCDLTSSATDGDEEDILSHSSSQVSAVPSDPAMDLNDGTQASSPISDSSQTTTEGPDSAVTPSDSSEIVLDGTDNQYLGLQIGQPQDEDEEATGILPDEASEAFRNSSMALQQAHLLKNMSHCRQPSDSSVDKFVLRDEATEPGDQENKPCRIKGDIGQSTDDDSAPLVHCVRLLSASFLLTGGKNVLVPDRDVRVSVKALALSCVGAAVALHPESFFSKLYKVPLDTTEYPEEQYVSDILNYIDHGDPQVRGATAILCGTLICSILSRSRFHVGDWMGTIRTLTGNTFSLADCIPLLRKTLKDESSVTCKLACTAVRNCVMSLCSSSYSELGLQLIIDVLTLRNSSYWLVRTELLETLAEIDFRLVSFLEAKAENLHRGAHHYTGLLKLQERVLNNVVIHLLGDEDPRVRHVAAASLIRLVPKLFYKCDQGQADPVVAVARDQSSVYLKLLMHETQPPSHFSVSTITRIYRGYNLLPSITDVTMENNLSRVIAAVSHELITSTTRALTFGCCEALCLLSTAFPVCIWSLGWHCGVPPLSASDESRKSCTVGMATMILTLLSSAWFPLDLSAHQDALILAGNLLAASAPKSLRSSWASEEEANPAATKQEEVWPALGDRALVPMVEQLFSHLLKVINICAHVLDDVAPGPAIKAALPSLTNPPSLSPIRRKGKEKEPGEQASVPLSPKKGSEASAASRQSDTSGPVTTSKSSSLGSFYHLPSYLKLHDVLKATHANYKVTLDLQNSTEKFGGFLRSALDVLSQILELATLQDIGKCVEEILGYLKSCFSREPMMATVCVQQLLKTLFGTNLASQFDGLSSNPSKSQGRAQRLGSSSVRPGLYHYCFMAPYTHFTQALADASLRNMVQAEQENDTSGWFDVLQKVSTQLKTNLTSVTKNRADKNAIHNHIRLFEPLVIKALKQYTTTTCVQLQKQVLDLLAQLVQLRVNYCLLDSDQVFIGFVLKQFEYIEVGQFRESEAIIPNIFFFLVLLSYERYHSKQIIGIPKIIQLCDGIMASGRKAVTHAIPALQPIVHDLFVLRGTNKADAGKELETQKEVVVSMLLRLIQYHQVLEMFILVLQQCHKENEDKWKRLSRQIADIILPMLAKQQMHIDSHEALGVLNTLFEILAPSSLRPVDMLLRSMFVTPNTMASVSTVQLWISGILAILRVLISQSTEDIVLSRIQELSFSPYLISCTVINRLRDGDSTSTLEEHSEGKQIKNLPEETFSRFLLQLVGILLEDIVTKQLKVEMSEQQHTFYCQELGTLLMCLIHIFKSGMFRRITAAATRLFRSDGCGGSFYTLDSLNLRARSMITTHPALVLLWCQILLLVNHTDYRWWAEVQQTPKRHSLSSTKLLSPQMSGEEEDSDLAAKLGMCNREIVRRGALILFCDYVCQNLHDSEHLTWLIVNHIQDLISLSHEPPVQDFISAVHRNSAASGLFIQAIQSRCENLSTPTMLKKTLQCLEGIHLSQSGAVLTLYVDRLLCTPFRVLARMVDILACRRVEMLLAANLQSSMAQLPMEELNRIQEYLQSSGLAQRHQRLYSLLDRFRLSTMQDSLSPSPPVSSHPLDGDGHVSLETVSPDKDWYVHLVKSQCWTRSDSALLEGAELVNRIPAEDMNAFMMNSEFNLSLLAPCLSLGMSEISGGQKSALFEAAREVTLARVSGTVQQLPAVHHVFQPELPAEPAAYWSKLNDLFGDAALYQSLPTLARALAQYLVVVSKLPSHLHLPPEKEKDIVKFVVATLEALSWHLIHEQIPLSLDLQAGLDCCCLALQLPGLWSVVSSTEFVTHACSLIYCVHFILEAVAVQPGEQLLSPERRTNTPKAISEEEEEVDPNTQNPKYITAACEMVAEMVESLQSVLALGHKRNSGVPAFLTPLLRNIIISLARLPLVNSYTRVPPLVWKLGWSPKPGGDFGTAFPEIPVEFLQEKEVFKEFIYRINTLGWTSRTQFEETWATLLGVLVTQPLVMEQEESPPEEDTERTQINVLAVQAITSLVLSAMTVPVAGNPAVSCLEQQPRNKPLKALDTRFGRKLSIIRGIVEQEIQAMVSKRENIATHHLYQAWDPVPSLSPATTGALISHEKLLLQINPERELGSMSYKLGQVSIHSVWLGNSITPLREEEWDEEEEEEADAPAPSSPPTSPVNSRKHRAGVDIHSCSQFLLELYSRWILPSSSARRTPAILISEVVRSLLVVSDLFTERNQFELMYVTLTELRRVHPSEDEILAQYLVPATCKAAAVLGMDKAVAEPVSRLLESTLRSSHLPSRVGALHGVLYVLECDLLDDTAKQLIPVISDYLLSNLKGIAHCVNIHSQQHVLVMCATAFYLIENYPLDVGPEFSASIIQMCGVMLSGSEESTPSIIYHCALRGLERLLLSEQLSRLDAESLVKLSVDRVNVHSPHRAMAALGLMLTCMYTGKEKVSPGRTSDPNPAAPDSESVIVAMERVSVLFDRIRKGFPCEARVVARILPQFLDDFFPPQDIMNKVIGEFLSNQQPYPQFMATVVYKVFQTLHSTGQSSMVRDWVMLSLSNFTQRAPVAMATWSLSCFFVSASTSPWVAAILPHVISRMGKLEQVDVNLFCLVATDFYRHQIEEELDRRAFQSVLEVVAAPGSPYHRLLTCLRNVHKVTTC
Pf apPOL block: Pf-apPOL DNA polymerase inhibition. Recombinant Pf-apPOL, molecular beacon fluorescence, 1.5 h. AID 1794808. inhibition, % at 10 µM. 210,000 compounds, 0.25% hits
* marks the source's active call; other numbers are inactive results; i = inactive; · = no result given; & = joins results of further samples. No stated cut-off is given here; in the data, active means inhibition above about 50%; inactive means the rest. The order is random. About 3.5% of those tested had a hit in this group.

Fields: Pf apPOL block, mHTT-CaM PPI inh
- O=C(ON1C(=O)CCC1=O)c1cccnc1
  -2, -2
- Cc1ccc2oc(-c3cccc(NC(=O)c4ccccc4)c3)nc2c1
  -13&-4, -2&-5
- CCn1c(=O)c2c(ncn2CC(C)C)n(-c2ccc(C(C)C)cc2)c1=O
  0, 0
- CN1CCN(c2ccc([N+](=O)[O-])c(NCc3ccccc3)c2)CC1
  -2, 39
- CC(C)(C)NC(=O)CSc1nsc(SCC(=O)NC(C)(C)C)c1C#N
  -8, -5
- O=c1cccnn1CCNS(=O)(=O)CCc1ccccc1
  -5, -8
- Cc1ccc(NC(=O)N2CC(C)C(c3nc(-c4cccnc4)no3)C2)cc1 (stereo unspecified)
  -4, 7
- CCSc1nc2[nH]c(=O)cc(O)c2s1
  ·, -6
- Cc1oc(C2CCC2)nc1C(=O)NCc1nc2ccccc2n1C
  -13, 0
- O=C(NCCc1ccoc1)C12CC3CC(CC(C3)C1)C2
  -2, -3
- Cc1ccn2cc(-c3ccc(I)cc3)nc2c1
  -8, 2
- Cc1ccccc1CS(=O)(=O)Cc1ccc(C(=O)NCc2cccnc2)o1
  -14, -5
- CC(=O)NC1C(Oc2ccccc2)OC(CO)C(O)C1O (stereo unspecified)
  -2, -4
- CC(C)(C)c1ccc(C(=O)NNC(=S)Nc2ccc3c(c2)OCO3)cc1
  -123, ·
- Clc1ccc(OCCCc2nc(-c3cccnc3)no2)c(Cl)c1
  -2, -23
- COc1ccc(C)cc1N(CC(=O)Nc1c(C)cccc1C)S(=O)(=O)c1ccc(C)cc1
  -6, 4
- Oc1c(Br)cc(Br)cc1C=Nc1ccc(Cl)cn1
  ·, 8
- CCCCCCCCN1C(=O)CCC1=O
  ·, -9
- O=C(c1cccc(F)c1)N1CCCN(Cc2noc(-c3ccccc3)n2)CC1
  0, -1
- CCCNC(=O)c1cc2c(s1)N(CC)CCC2
  -1, 2
- O=C(NCC1CCN(c2cc(-c3ccncc3)[nH]n2)CC1)c1ccc(F)c(F)c1
  -4, 13
- CCOC(=O)c1csc(-c2ccc(C(F)(F)F)cn2)n1
  -10, ·
- CC(=O)c1ccc(NCN2C(=O)C(=CN(C)C)NC2=S)cc1
  14, ·
- Cc1ccc(-n2nc3cc(Cl)c(NC(=O)c4ccccc4[N+](=O)[O-])cc3n2)cc1
  -1, 11
- Cn1c(SCc2ccc(Cl)cc2)nnc1-c1ccc2nonc2c1
  0, ·
- N#Cc1ccc(S(=O)(=O)Oc2ccc(Oc3ccccc3)cc2)cc1
  -4, ·
- Cc1nc(-c2cccnc2)nc(NCc2ccccc2)c1Cl
  -23, ·
- Cc1nc2ncnn2c(C)c1Cc1ccc(Cl)cc1
  38, 7
- CC(CCc1ccccc1)NC1CCN(Cc2ccccc2)CC1 (stereo unspecified)
  4, 1
- S=C1SCN(Cc2ccco2)CN1Cc1ccco1
  7, ·
- CSc1nc2ccc(S(=O)(=O)NC3CCCCC3)cc2s1
  -4, -8
- COCCNC(=O)N1CCOc2ccccc21
  -6, -3
- O=C(CN(c1ccccc1)S(=O)(=O)c1ccccc1[N+](=O)[O-])N1CCc2ccccc2C1
  -10, 28
- CNC(=O)C1=CCN(C(=O)c2ccc(C)cc2C)CC1
  -2, 1
- O=C(Nc1ccc(F)cc1)C1CCN(c2ncc(-c3ccccc3)cn2)CC1
  1, -10
- CC1(C)Oc2ccccc2C2CC(c3cccs3)=NN21 (stereo unspecified)
  -5, 50
- COCc1cc(C)nc2sc(C(=O)Nc3ccc(Br)c(Cl)c3)c(N)c12
  -3, -39
- CC1(C(=O)Nc2nc3c(s2)CCCCC3)CC1(Cl)Cl (stereo unspecified)
  ·, 4
- N#CC(NCc1ccccc1)c1ccc(Cl)c(Cl)c1 (stereo unspecified)
  -5, ·
- COc1cccc(CNC(=O)c2cnn3c(C)c(Cc4ccc(Cl)cc4)c(C)nc23)c1
  -6, -5
- COc1ccc(C(=O)NN2C(=O)CCC2=O)cc1OC
  5, 2
- COc1cccc(OCC2CN(C(=O)c3ccc(C)cc3)CCO2)c1 (stereo unspecified)
  -1, -4
- O=S(=O)(NCc1ccc2c(c1)OCO2)c1cccc(C(F)(F)F)c1
  -2, -14
- O=S(=O)(O)N1C(O)C(O)N(S(=O)(=O)O)C(O)C1O (stereo unspecified)
  ·, 25
- CSc1nc2ccccc2c(=O)n1C
  -3, -5
- CC(=O)Nc1cccc(N2CC(C(=O)Nc3ccc(F)cc3)CC2=O)c1 (stereo unspecified)
  2, 8
- Cc1cc2c(N3CCC(C(=O)Nc4ccc(F)c(F)c4)CC3)nccc2s1
  -2, 5
- CCN(C=Nc1sc2c(c1C#N)CCCC2)CC
  7, 3
- NC(=O)c1ccccc1NC(=O)c1ccc(Cl)c(Cl)c1
  0, -6
- CCCCCCc1ccc(N2C[C@H](CCCCC)[C@@H](CC(=O)NCc3ccc(OC)cc3)C2=O)cc1
  -2, -6

Next section:
Fields: Pf apPOL block, mHTT-CaM PPI inh
- CC(C)(C)NC(=O)N1CC=C(C(=O)N2CCCC2)CC1
  1, 12
- O=C(Nc1ccc(Br)cc1)C12CC3CC(C1)CC(n1cncn1)(C3)C2
  -2, 2
- O=C1CC(Cc2ccc(Br)cc2)C(=O)N1Cc1ccccc1 (stereo unspecified)
  -4, -6
- Cc1cc(NC2CCCCC2)n2c(nc3ccccc32)c1C#N
  -2, -4
- CC(C)(C)C(O)CCNC(=O)Nc1ccc2c(c1)OCO2 (stereo unspecified)
  -8, -12
- Cc1cccc(NC(=O)CSc2nc(C)cc(C(F)(F)F)c2C#N)n1
  -2, 5
- CCn1cc(NC(=O)N2CCC(C(N)=O)CC2)c2ccccc21
  -3, -6
- Cc1cc2n(n1)CCC(=O)N2CCCC(=O)N1CCN(c2ccccc2)CC1
  -5, 0
- Cc1ccc(OCCCC(=O)NCc2ccccc2)c(C)c1
  -13, -10
- Cc1ccc(NC(=O)c2ccc3c(c2)n(C)c(=O)c2ccnn23)c(Cl)c1
  -2, -3
- COc1cccc2cc(C(=O)Nc3ccc(I)cc3)c(=O)oc12
  28, -3
- O=C(NCc1ccccn1)c1cn(-c2ccc(Cl)cc2)nn1
  -7, -6
- Cc1ccccc1OCC(=O)Nc1ccc2oc(-c3cccnc3)nc2c1
  5&-4, 4&3
- CCC1(C)CC(=O)N(c2ccc([N+](=O)[O-])cc2C)C1=O (stereo unspecified)
  -2, -7
- Cc1ccc(C(=O)N2CCC(c3nc(-c4ccncc4)n[nH]3)CC2)s1
  12, 12
- Cn1nc(-c2nc(-c3ccccc3F)no2)c2c1CCN(C(=O)c1ccccn1)C2
  -2, 4
- N#Cc1ccc(C(=O)Nc2cnc(-c3cccc(Cl)c3)nc2)cc1
  -1, -4
- NC(=O)c1ccc(NS(=O)(=O)c2ccccc2[N+](=O)[O-])cc1
  -2, 3
- CC(NC(=O)c1sc2ncccc2c1-n1cccc1)c1ccc(F)cc1 (stereo unspecified)
  4, -3
- O=C(NC1CCCCC1)c1nc(-c2ccc(N3CCCC3)cc2)no1
  -4, -10
- O=C(c1ccncc1)N1CCCN(C2CCN(CC3CC3)C2=O)CC1 (stereo unspecified)
  -7, 6
- Cc1c(N=Cc2cc([N+](=O)[O-])cc(Br)c2O)cccc1[N+](=O)[O-]
  -4, -1
- COc1ccc(N=Cc2cccn2-c2ccc(Br)cc2)cn1
  ·, 9
- c1ccc(-c2ccc3[nH]cnc3c2-c2ccccc2)cc1
  ·, -14
- COc1cccc2cc(C(=O)NCCn3nc(-c4ccco4)ccc3=O)oc12
  5, -1
- COc1ccc(-c2nc3s/c(=C\c4ccccc4Cl)c(=O)n3n2)cc1
  -4, -1
- CC(O)(CNC(=O)c1nc2ccccc2s1)c1cccs1 (stereo unspecified)
  -3, -14
- C(=N/Nc1nncn1/N=C\c1cccs1)/c1cccs1
  ·, i
- COc1ccc(OC)c(S(=O)(=O)NCCOc2cccc(C(F)(F)F)c2)c1
  -2, 3
- O=C(NCc1csc(C2CCCN(C(=O)c3ccc(F)cc3F)C2)n1)C1CCC1 (stereo unspecified)
  -4, 3
- O=C(NCCOCc1ccc(Cl)cc1)c1ncn[nH]1
  1, 3
- O=C1NC(=O)C(=C2C=C(c3ccccc3)OC3=C2CCCC3)C(=O)N1
  -8, 8
- FC(F)Oc1ccc(-c2cc3ccccn3c2)cc1
  0, 44
- CC(=O)NNC(=O)c1cccc([N+](=O)[O-])c1
  15, ·
- Cn1c(=O)c(C(=O)Nc2ccc(Br)cc2F)cc2cccnc21
  -1, -8
- COc1cc(/C=C2\SC(=O)NC2=O)ccc1Oc1ccc([N+](=O)[O-])cc1[N+](=O)[O-]
  1, 30
- O=C(CC1Nc2cccc3cccc(c23)NC1=O)Nc1cccc(C(F)(F)F)c1 (stereo unspecified)
  1, 51*
- Cc1cc(C2CCCN2C(=O)NCC(C)C)no1 (stereo unspecified)
  0, -6
- CCC(C)NC(=O)C1(O)c2cc(Br)ccc2NC(=O)N1c1cccc(OC)c1 (stereo unspecified)
  3, 3
- COc1cccc(C=C2Oc3cc(OCC(=O)OCc4ccccc4)ccc3C2=O)c1OC
  -3, -7
- COc1c(Cl)cc(Cl)cc1C=NC1=NN(c2ccccc2)CC1
  -1, 21
- CC(=O)NC(c1ccccc1Cl)c1cc([N+](=O)[O-])c2cccnc2c1O (stereo unspecified)
  1, 100*
- O=C(O)C1CSC(c2cc(Br)ccc2OCc2cccc(F)c2)N1 (stereo unspecified)
  -7, 2
- O=C(Cc1csc(-c2cccnc2)n1)NNC(=O)c1ccc(C(F)(F)F)cc1
  1, ·
- COc1ccc(CCN=Cc2ccccn2)cc1OC
  6, ·
- CCCCN(C)C(=O)c1cc(-c2ccc(Cl)cc2)on1
  -2, -44
- COc1ccc(CSc2ncn[nH]2)cc1
  -11, -7
- O=C(NCCC1=CCCCC1)c1cc2cc(Br)ccc2oc1=O
  -2, -4
- O=[N+]([O-])c1cccc(C2=Nn3c(nnc3-c3cccnc3)SC2)c1
  4, 7
- CCc1ccc(CN2CCCN(C)CC2)cc1
  -8, 0

Continuation:
Fields: Pf apPOL block, mHTT-CaM PPI inh
- Cc1nn2c([N+](=O)[O-])c(C)[nH][n+]2c1C(=O)Nc1nc(-c2ccccc2)cs1
  -7, 5
- Cc1cc(NC(=O)c2cc(S(=O)(=O)N3CC(C)OC(C)C3)c(C)o2)no1 (stereo unspecified)
  6, -7
- Cc1ccc(CNC(=O)N2CCC3(CC2)CC(=O)c2ccccc2O3)cc1
  -8, 12
- COc1ccc(-c2ccc([C@H]3[C@H]4C=CC[C@@H](C)[C@@H]4C(=O)N3Cc3ccccc3)c(F)c2)cc1
  -7, 1
- O=C(Cc1ccc(Cl)cc1)N1CCc2c(nc[nH]c2=O)C1
  -6, -13
- COc1ccc(NC(=O)C2CCc3nc(N4CCN(C(C)=O)CC4)sc3C2)cc1F (stereo unspecified)
  1, 34
- Cn1c(SCc2ccccc2Br)nnc1-c1ccc([N+](=O)[O-])cc1
  0, -3
- CSc1ncccc1C(=O)N1CCCC1c1nc(-c2cccc(Cl)c2)no1 (stereo unspecified)
  2, 11
- Cc1ccc(-c2cc(N3CCOCC3)c3cc(NC(=O)C4CC4)ccc3n2)cc1
  2, 32
- C[C@@H]1CC2(CCCN2)C[C@H]1C
  ·, -7

Among those listed so far, four have a tert-butyl group:
Fields: Pf apPOL block, mHTT-CaM PPI inh
- CC(C)(C)NC(=O)CSc1nsc(SCC(=O)NC(C)(C)C)c1C#N
  -8, -5
- CC(C)(C)c1ccc(C(=O)NNC(=S)Nc2ccc3c(c2)OCO3)cc1
  -123, ·
- CC(C)(C)NC(=O)N1CC=C(C(=O)N2CCCC2)CC1
  1, 12
- CC(C)(C)C(O)CCNC(=O)Nc1ccc2c(c1)OCO2 (stereo unspecified)
  -8, -12

Next results follow.
Fields: Pf apPOL block, mHTT-CaM PPI inh
- COc1cccc(C(=O)CC2c3c(c(Br)c4c(c3OC)OCO4)CCN2C)c1 (stereo unspecified)
  -19, ·
- COc1ccccc1-c1cc(=O)c2cc(C)ccc2o1
  -17&-5, 6&0
- Clc1ccc(-c2nc(Cn3ccnc3)no2)cc1
  3, -11
- CCc1cc(C2CCCN2C(=O)Cn2nc(C(F)(F)F)cc2C)on1 (stereo unspecified)
  -2, -8
- CC(C)c1ccc(/C=C2/N=C(c3ccccc3F)OC2=O)cc1
  -4, 9
- O=C(Nc1ccc2c(c1)CCC2)N1CCC2(C1)Nc1cccnc1NC2=NC1CCCC1 (stereo unspecified)
  -5, 3
- CCCCCCCCCCCCCCCCCC(=O)CCN(C)C
  25, ·
- O=C(NC1CCCCCCC1)C1c2cccn2CC(=O)N1CCc1ccccc1 (stereo unspecified)
  -2, 33
- Cc1cccc(CN2CCCn3nc(C(=O)NCCc4ccco4)cc3C2=O)c1
  -1, 0
- Cc1ccc(N2C(=O)CSC2c2ccc(F)c(F)c2)cc1Cl (stereo unspecified)
  -2, -9
- O=C1C(=O)N(CCCN2CCOCC2)C(c2cccs2)C1=C(O)c1ccc(Cl)cc1 (stereo unspecified)
  -7, -12
- CN(C)c1cc(C(F)(F)F)cnc1C#N
  -4, ·
- Cc1nc(-c2cnccn2)nc2c1CCC(=O)N2C
  -4, 0
- O=C(Nc1nnc(N=Cc2cccs2)s1)c1cccc([N+](=O)[O-])c1
  0, 1
- CCCCCOC(=O)CSc1n[nH]c(=O)[nH]c1=O
  ·, -4
- COc1cc(-c2nc3sc(-c4cc(OC)c(OC)c(OC)c4)nc3s2)cc(OC)c1OC
  ·, -6
- O=C(CSc1nc2ccccc2[nH]1)Nc1cc(Cl)ccc1Cl
  -8, -3
- CC(C)(C)C(=O)N1CCCC(C(=O)NC2CC2)C1 (stereo unspecified)
  -9, -6
- CC(=O)c1ccc(NS(=O)(=O)c2cc(S(=O)(=O)c3ccccc3)ccc2C)cc1
  -4, -2
- CCn1c(=O)c2c(ncn2Cc2cccc(C)c2)n(-c2cccc(F)c2)c1=O
  4, 5
- O=C1CC(c2ccccc2)CN1C(=O)Nc1ccc(Cl)cc1 (stereo unspecified)
  -4, -6
- Nc1cccc(C(=O)Nc2cccc(Cl)c2)c1
  -6, 4
